# Compound activity (PubChem BioAssay)
# EBI2 block: blocks human EBI2 receptor beta-arrestin signaling; P32249; EBI2 beta-arrestin recruitment, luminescence, 7a,25-OHC stimulated; inhibition, % at 5 µM; hit rate 0.81% among 360,000; AID 651636; in the data active = inhibition above about 38%;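 also: enzyme fragment complementation signal reports receptor beta-arrestin coupling in cells; 0% = agonist plus DMSO wells and 100% = wells without agonist; some results beyond the cut were filed as inactive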
# Gli-Sufu block: blocks Gli-Sufu signaling in a luciferase reporter; AID 588413; inhibition, % at 5 µM; Sufu-KO-LIGHT fibroblasts, Gli luciferase reporter luminescence; hit rate 0.74% among 340,000;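 active = inhibition above about 55%, limit read from the data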;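 also: 0% = DMSO-treated cells and 100% = wells with medium but no cells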
# APJ antag: antagonists of human APJ apelin receptor; hit rate 0.32% among 330,000; AID 2521; inhibition, % at 20 µM; CHO-K1 APJ beta-arrestin complementation, luminescence;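 active = inhibition above about 40% at 20 µM, limit read from the data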;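 also: cells challenged with 10 nM apelin-13 agonist together with compound; plate controls were apelin-13 plus DMSO wells for no effect and DMSO wells lacking apelin-13 for full effect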
# CCR6 antag: CCR6 (human) receptor antagonism. P51684. CHO-K1 CCR6 PathHunter beta-arrestin, luminescence, CCL20-stimulated. inhibition, % at 20 µM. hit rate 0.49% among 340,000;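 active = compounds whose inhibition of the agonist-driven luminescence signal at 20 µM reaches about 50%, limit read from the data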;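 also: cells stimulated with CCL20 at 14 nM final; plate controls were DMSO with CCL20 for no effect and DMSO without agonist for full effect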
# Target sequence (P51684 whole entry, looked up): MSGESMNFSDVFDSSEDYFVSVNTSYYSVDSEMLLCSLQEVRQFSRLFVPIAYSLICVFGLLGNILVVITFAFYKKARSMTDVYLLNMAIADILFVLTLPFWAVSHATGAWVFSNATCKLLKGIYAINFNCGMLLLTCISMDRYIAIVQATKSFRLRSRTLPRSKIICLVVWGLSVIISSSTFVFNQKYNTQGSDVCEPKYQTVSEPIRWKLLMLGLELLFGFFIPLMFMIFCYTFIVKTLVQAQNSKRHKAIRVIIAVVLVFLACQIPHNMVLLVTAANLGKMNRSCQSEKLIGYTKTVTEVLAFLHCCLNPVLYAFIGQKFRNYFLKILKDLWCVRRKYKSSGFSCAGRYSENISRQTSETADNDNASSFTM
# CXCR6 inh: inhibitors of human CXCR6 receptor; inhibition, % at 20 µM; CHO-K1 PathHunter CXCR6 beta-arrestin, luminescence; O00574; hit rate 0.36% among 360,000; in the data active = inhibition above about 34%, passing the limit was not always enough;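 also: antagonist mode with CXCL16 agonist at 10 nM final; 0% = 10 nM CXCL16 with DMSO and 100% = unstimulated wells without agonist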
# Target sequence (O00574 whole entry, looked up): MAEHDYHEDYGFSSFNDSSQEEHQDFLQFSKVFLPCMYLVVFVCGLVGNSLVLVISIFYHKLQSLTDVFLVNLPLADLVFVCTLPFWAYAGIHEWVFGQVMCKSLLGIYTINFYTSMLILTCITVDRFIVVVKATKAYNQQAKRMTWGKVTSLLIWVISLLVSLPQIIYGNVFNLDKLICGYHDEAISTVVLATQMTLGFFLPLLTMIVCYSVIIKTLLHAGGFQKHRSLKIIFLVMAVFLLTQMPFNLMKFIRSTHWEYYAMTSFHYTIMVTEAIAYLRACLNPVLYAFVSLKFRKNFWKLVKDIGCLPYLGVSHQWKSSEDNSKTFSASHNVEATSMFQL
# 697 NFkB inh: lowers PMA/ionomycin-induced NF-kB signal in 697 B cells; 697 B-cell NF-kB luciferase reporter, 16 h; inhibition, % at 4 µM; hit rate 0.33% among 330,000; AID 435022; in the data active = inhibition above about 35%
# UBC13 polyUb: human UBC13 polyubiquitination inhibition | P61088 | UBC13 polyubiquitin chain formation, TR-FRET | hit rate 0.47% among 330,000 | inhibition, % at 20 µM; in the data active = inhibition above about 45%, passing the limit was not always enough
# Target sequence (P61088 whole entry, looked up): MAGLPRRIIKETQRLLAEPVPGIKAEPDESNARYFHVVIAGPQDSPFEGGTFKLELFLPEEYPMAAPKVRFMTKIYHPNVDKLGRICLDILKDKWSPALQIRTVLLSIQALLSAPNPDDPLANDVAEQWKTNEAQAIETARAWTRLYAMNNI
# Jurkat NFkB inh: inhibitors of the PMA/ionomycin-induced NF-kB reporter in Jurkat cells. PMA/ionomycin-induced NF-kB luciferase reporter, luminescence. hit rate 0.53% among 330,000. inhibition, % at 4 µM. AID 435003; in the data active = inhibition above about 50%
# * = called active by the depositor; . = no result given; & = joins results of further samples.
SMILES,EBI2 block,Gli-Sufu block,APJ antag,CCR6 antag,CXCR6 inh,697 NFkB inh,UBC13 polyUb,Jurkat NFkB inh
Cc1nnc(SC(C)C(=O)NC2CCCc3ccccc32)n1-c1ccccc1 (stereo unspecified),-10,-1,-1,20,3,8,3,3
N#C/C(=C(/O)CCl)c1nc(-c2ccccc2)cs1,-4,-7,-20,2,-11,5,-2,-12
COc1ccc(CNC(=O)C2CCCN(S(=O)(=O)c3ccc4c(c3)C(C)(C)C(=O)N4C)C2)cc1 (stereo unspecified),0,0,-73,-1,-7,-14,-6,-9
O=C(NCc1ccccc1CN1CCCC1)C1CCN(S(=O)(=O)c2ccc(F)c(F)c2)CC1,2,18,18,3,2,-10,-1,-7
CC1CCCN(c2nc(N(C)c3ccccc3)nc(N)c2[N+](=O)[O-])C1 (stereo unspecified),32,-4,10,16,-4,-12,4,-5
CC1CN(C(=O)CSc2nc(-c3ccc(F)cc3)cs2)CC(C)O1 (stereo unspecified),10,-21,17,-7,-3,10,2,-8
CCOC(=O)[C@@H]1[C@H]2COc3ccccc3[C@H]2N2C(=O)N(c3ccc(Cl)cc3)C(=O)[C@]12C,12,1,18,16,12,-4,-4,-1
COc1ccc(Br)c(C(=O)OCC(=O)N2CCc3ccccc32)c1,1,-6,-9,10,12,-9,16,-8
COc1cccc(NC(=S)NCc2ccccc2)c1,-2,-13,21,8,-12,-22,-2,-15
CCOc1ccc(NC(=O)Nc2ccc(Br)cn2)cc1,0,-45,10,-11,2,-49,5,-46
CC(C(=O)Nc1ccccc1C(=O)N1CCOCC1)N(c1ccccc1)S(C)(=O)=O (stereo unspecified),-7,-3,9,8,-2,-26,-9,-6
CCOCCCNCc1cc(Cl)ccc1OCC,14,4,9,16,6,4,-9,-2
Cc1ccc(NC(=O)c2ncn(CCCN3CCN(Cc4cccc5ccccc45)CC3)n2)cc1C,42,2,.,9,-16,.,.,.
Cc1cccc(N2CCN(S(=O)(=O)c3ccc4c(c3)CCC(=O)N4)CC2C)c1 (stereo unspecified),-2,6,-7,5,-3,17,-1,-5
C/[N+]([O-])=C\C1C(=O)CCCC1=O,-13,-4,6,4,2,3,-4,-24
Cc1ccc2nc(C)c3c(c2c1)OC(C(C)(Cl)Br)C3 (stereo unspecified),19,7,-8,15,5,-42,8,18
Cn1c(=O)c2c(ncn2CC(=O)NC2CCCCC2)n(C)c1=O,-22,29,8,-6,7,-2,0,2
Cc1ccc(C(=O)CSc2nnc(-c3ccco3)n2C)cc1,-4,-12,-2,-3,-2,10,4,-7
O=C(COC(=O)c1ccc(Cl)c(S(=O)(=O)N2CCCC2)c1)NC1CCCC1,2,-6,2,-16,1,6,5,-9
COc1ccc(NC(=O)C2CCC(CNc3c(N4CCCCC4)c(=O)c3=O)CC2)cc1OC (stereo unspecified),-6&-6,4&2,5,11&20,-2&-3,15,-4,-3
C=C1C[C@H](O)[C@@H]2[C@H](OC(=O)[C@H]2C)[C@H]2[C@H](C)[C@@H](O)C[C@@H]12,-3,-12,-1,10,-19,-10,5,-5
COc1ccc(-c2ncc(CN3CCN(CCC(C)C)C(CCO)C3)cn2)cc1 (stereo unspecified),-3,9,4,5,-2,-40,5,-2
Cc1cc(/C=N/NC(=O)c2ccccc2F)c(C)n1-c1ccccc1,2,-102,6,4,-2,-118,1,-84
Cn1c(NC(=O)CCc2ccccc2)cc(=O)n(C)c1=O,-5,32,-7,1,-7,-70,-2,-41
CC1(C)NC(=O)N(CCCCOc2ccc3c(c2)CCC3)C1=O,-2,-14,-12,0,-2,0,8,-8

# 5 entries already listed, sorted by SMILES length, lowest first:
SMILES,EBI2 block,Gli-Sufu block,APJ antag,CCR6 antag,CXCR6 inh,697 NFkB inh,UBC13 polyUb,Jurkat NFkB inh
COc1cccc(NC(=S)NCc2ccccc2)c1,-2,-13,21,8,-12,-22,-2,-15
COc1ccc(Br)c(C(=O)OCC(=O)N2CCc3ccccc32)c1,1,-6,-9,10,12,-9,16,-8
COc1ccc(-c2ncc(CN3CCN(CCC(C)C)C(CCO)C3)cn2)cc1 (stereo unspecified),-3,9,4,5,-2,-40,5,-2
O=C(NCc1ccccc1CN1CCCC1)C1CCN(S(=O)(=O)c2ccc(F)c(F)c2)CC1,2,18,18,3,2,-10,-1,-7
CCOC(=O)[C@@H]1[C@H]2COc3ccccc3[C@H]2N2C(=O)N(c3ccc(Cl)cc3)C(=O)[C@]12C,12,1,18,16,12,-4,-4,-1

# (list continues)
SMILES,EBI2 block,Gli-Sufu block,APJ antag,CCR6 antag,CXCR6 inh,697 NFkB inh,UBC13 polyUb,Jurkat NFkB inh
CCOc1ccc(N(C)S(=O)(=O)c2cc(-c3cc(C)no3)ccc2CC)cc1,7,22,-46,7,7,-34,3,26
CCOc1ccc(NC(=O)CCN2CCN(C)CC2)cc1,-1,-3,17,-4,2,-1,3,0
COc1ccc(/C=C/c2nc3ccccc3n2C)cc1,7,45,11,11,3,-91,17,-31
Cc1ccc(NC(=O)COC(=O)CSC(=S)N2CCOCC2)cc1C,0,4,-11,-3,0,-10,-4,-4
O=C(CCCN1C(=O)c2ccccc2C1=O)Nc1ccccn1,-16,-3,5,-11,-9,-1,3,-8
CC(C)c1nnc(NC(=O)C2CCCN(C(=O)Nc3ccc(F)cc3)C2)s1 (stereo unspecified),6,22,-4,-3,-10,11,-4,-3
Cc1sc(NC(=O)c2sc3nc4c(C)cccc4cc3c2N)c(C#N)c1C,21,-37,16,49,26,0,-19,-7
O=C(CN1CCCCC1)Nc1nc(-c2ccc(Cl)cc2)cs1,10,2,.,3,-17,.,.,.
COC(=O)N/N=C\c1ccc(OC(=O)c2ccco2)cc1,-3,2,-7,-5,-1,19,5,5
CCOCC(=O)Nc1ccc(S(=O)(=O)N2CCOCC2)cc1,3,3,18,-5,-2,22,-3,4
COc1cc(CCCN2C(=O)C(=O)NC[C@H]2Cc2cccc3ccccc23)cc(OC)c1OC,-7,1,19,3,1,13,6,3
O=C(c1ccccc1)c1ccc2nc(N3CCCCC3)c3nncn3c2c1,10,7,9,23,3,-5,10,-7
CCOc1ccc(N=Nc2c(C)noc2C)cc1,-3,-3,7,4,-8,-33,-10,-15
CCOc1ccc(NC(=O)COc2nsnc2N2CCCCC2)cc1,5,6,12,-2,-7,-5,11,-1
CCN(Cc1ccccc1OC)CC1CCCN(CCc2cccc(OC)c2)C1 (stereo unspecified),0,8,16,18,0,2,10,12
COc1cc(-c2nn3c(-c4cccnc4)nnc3s2)cc(OC)c1OC,4,8,5,-12,-1,28,25,14
CC1=C(C(=O)OCC2CCCO2)C(c2coc3ccc(C)cc3c2=O)C2=C(CCCC2=O)N1 (stereo unspecified),-1,-16,-4,10,-6,12,-4,-1
Cc1ccc(NC(=O)COc2ccccc2C(N)=O)cc1S(=O)(=O)N1CCCCCC1,2,50,3,8,-14,-5,11,30
CCCN1CCN(C(=O)c2ccccc2-c2nc3ccccc3s2)CC1,-8,1,13,6,-2,2,-3,5
COc1cccc(CC(=O)Nc2ccc3nc(C)sc3c2)c1,13,-14,1,8,2,-5,11,-7
COC(=O)c1ccc(NC(=O)CSc2nnc(CNc3ccc(OC)cc3)n2C)cc1,-12,-2,-26,-10,-5,20,-2,-5
O=C(Nc1ccc(F)cc1)Nc1ccccc1N1CCCCC1,-18,0,-2,8,-13,-20,-8,11
COc1ccccc1CNC(=O)C(=O)c1cn(CC(=O)N2CCCC2)c2ccccc12,9,-3,2,3,2,15,4,-8
Cc1nc2ccccc2c(=O)n1NC(=O)Nc1ccccc1,-7,-10,-1,9,3,1,10,-13
CC(C)CC(NS(=O)(=O)c1cc(C(=O)O)ccc1Cl)C(=O)O (stereo unspecified),-2,-6,11,-10,2,-4,4,-8

# Other structures:
SMILES,EBI2 block,Gli-Sufu block,APJ antag,CCR6 antag,CXCR6 inh,697 NFkB inh,UBC13 polyUb,Jurkat NFkB inh
CCn1c(=O)cc(OCC(=O)Nc2ccc3c(c2)OCCO3)c2ccccc21,1,5,-2,6,0,31,-4,-1
O=C(/C=C/c1ccccc1)c1cc(Br)ccc(=O)c1O,-3,25,24,59*,19,-45,-22,-23
CN(C)C(=O)c1ccc(NC(=O)c2cccc(S(=O)(=O)N3CCCCCC3)c2)cc1,-9,-3,10,-4,-15,-6,1,-4
O=C(c1ccccc1)c1ccncc1,-1,2,8,1,-4,-3,1,-15
CC(C)NC(=S)Nc1ccc(Oc2ccccc2)cc1,-19,2,0,18,4,-12,3,-9
COc1ccc(C)cc1NC(=O)C1CCCN1S(=O)(=O)c1ccccc1F (stereo unspecified),4,-2,-1,7,3,28,3,2
CC(O)(CS(=O)(=O)Cc1ccccc1)c1ccccc1 (stereo unspecified),-6,5,5,3,7,-3,1,9
CC(C)Cn1c(SCC(=O)NC(=O)NC2CCCC2)nc2ccccc21,19,7,20,29,0,-3,7,4
CCOc1ccc(NC(=O)C/C(N)=N/O)cc1,-2,-17,8,0,2,10,0,-1
CCc1nnc(NC(=O)CSc2nnc(-c3ccncc3)n2Cc2ccccc2)s1,.,.,15,.,.,1,-4,-2
COc1ccc(C(=O)NCS(=O)(=O)c2ccc(C)cc2)cc1,3,8,5,-7,2,11,8,6
CCc1ccc(CN2CCCC(CCC(=O)N3CCN(c4ccccn4)CC3)C2)o1 (stereo unspecified),12,4,3,3,5,13,4,2
Cc1ccc(-c2cc(C(=O)NCc3ccccn3)no2)cc1,-11,-25,0,-4,7,-10,6,-16
CC(C)Cc1cc(C(=O)O)n[nH]1,10,4,-13,-19,4,4,-4,-9
COc1ccc(CNC(=O)C(c2ccc(C)o2)N(C(=O)c2snc(C(N)=O)c2N)c2ccccc2OC)cc1 (stereo unspecified),14,-4,5,26,9,19,9,-21
Cc1cccc(NC(=O)c2cc3n(n2)C(C(F)(F)F)CC(C2CC2)N3)c1C (stereo unspecified),-6,-14,8,7,-4,19,6,-18
CC(Oc1ccc(F)cc1)C(=O)N1CCN(c2ncccn2)CC1 (stereo unspecified),0,-15,-25,-3,2,-4,-1,-3
O=C(NNC(=O)c1cccc2ccccc12)c1ccc2c(c1)OCO2,-6,-29,15,-1,-9,0,-1,3
COCCn1nnnc1C(c1cc2cccc(C)c2[nH]c1=O)N1CCN(c2ccccc2F)CC1 (stereo unspecified),7,3,7,5,6,19,-2,9
O=C(NCCS(=O)CCNC(=O)C(F)(F)F)C(F)(F)F,-5,2,24,-9,6,23,6,0
CCCCn1c(N)c(N(CCC(C)C)C(=O)CSc2nnc(Nc3ccccc3)s2)c(=O)[nH]c1=O,5,1,16,-7,-6,4,-3,-4
CC(C)NC(=S)N(C)C1(c2ccccc2Cl)CCCCC1=O (stereo unspecified),14,-7,-7,12,3,-20,1,-6
Cc1ccccc1S(=O)(=O)c1cc2ccccc2nc1N,6,4,0,-2,-2,9,15,9
O=C(O)CCCn1cc(NC(=O)c2c(F)cccc2F)cn1,-2,-12,-6,7,6,15,1,7
NCC12CC3CC(C1)CC(c1ccc(Cl)cc1)(C3)C2,6,9,12,32,-6,12,57*,24

# Remaining list, next part
SMILES,EBI2 block,Gli-Sufu block,APJ antag,CCR6 antag,CXCR6 inh,697 NFkB inh,UBC13 polyUb,Jurkat NFkB inh
Cc1ccc(NNC(=O)c2ccc(Cl)cc2)nn1,0,0,13,-11,12,15,2,-14
Cc1ccc(S(=O)(=O)NCCC(=O)NC2CCCCC2C)cc1 (stereo unspecified),-8,-10,5,1,1,8,5,8
COc1ccccc1C(=O)Nc1cc(C)c(OCC(=O)N2CCOCC2)c(C)c1,7,-17,-23,-8,4,3,-5,-4
Fc1ccc2nncc(SCc3ccccc3Cl)c2c1,2,4,.,15,0,.,.,.
O=C(O)CCC(=O)Nc1ccc(-c2nc3ccc(C(=O)c4ccccc4)cc3[nH]2)cc1,-3,-3,-5,6,-8,-37,-16,-16
CCOc1ccccc1NC(=O)Nc1ccccn1,1,-25,-14,5,-1,6,23,10
O=C(c1cccc(S(=O)(=O)Nc2ccc(F)cc2)c1)N1CCOCC1,-8,-4,-43,8,-5,-2,-7,-5
CN(C)CCOC1(Cc2ccc(F)cc2)CCC(C(C)(C)C)CC1 (stereo unspecified),-4,23,.,11,-6,.,.,.
CCOC(=O)C1=C(C)N(c2ccc(Cl)cc2)C(=O)NC1c1cccc([N+](=O)[O-])c1 (stereo unspecified),3,14,5,19,2,-9,7,8
CCCCc1ccc(/C=C2/C(=O)ON=C2c2ccccc2)s1,10,28,.,-2,7,.,.,.
O=C(COc1ccc2ccccc2c1)NC1CC1,-2,-22,-11,-14,-7,-20,2,-54
